HT1080 cytotoxicity: cytotoxicity in HT1080 fibrosarcoma cells, cell-based, fluorescence readout (AID 620); actives 0.42% (n = 87,000); cytotoxicity, % at 10 µM, or EC50 in µM where a hit was titrated; HT1080 viability, fluorescence; higher % means a stronger effect; in the data active means cytotoxicity above about 50%;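 further: cells exposed to compound overnight then 4 h with Alamar Blue; 0% = vehicle DMSO and 100% = killing control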
Active calls of the source: *.

SMILES	HT1080 cytotoxicity
CC(C)N(Cc1nc(-c2ccccc2)no1)C(=O)CN(C)S(=O)(=O)c1ccc(Br)cc1	24%
Cc1ccccc1N(CC(=O)O)S(C)(=O)=O	-3%
COc1cc(/C=N/NC(=Nc2ccc(C)cc2)c2nc3ccccc3s2)ccc1O	11%
CCN(CC)Cc1cc(NC2=NS(=O)(=O)c3ccccc32)ccc1OC(=O)C(C)C	4%
Brc1ccc(-c2nc3ncccn3c2NC2CCCCC2)o1	-6%
O=C(O)CCSc1nnc(-c2cccnc2)n1-c1ccccc1	-4%
Cc1sc2nc(C)n(/N=C/c3ccccc3)c(=O)c2c1C	-4%
CCOC(=O)c1cnc(SCC(=O)Nc2ccc(N3CCOCC3)cc2)nc1N	-2%
CCc1nc(SCC(=O)N2CCCc3ccccc32)c2oc3ccccc3c2n1	-8%
Cc1ccc(-n2c(C(C)n3nc(C)c([N+](=O)[O-])c3C)n[nH]c2=S)cc1 (stereo unspecified)	24%
O=S(=O)(Nc1ccccc1N1CCCCC1)c1ccc(Cl)s1	41%
COC(=O)Cc1cc(=O)[nH]c(/N=C(\N)Nc2ccccc2C)n1	-4%
N#Cc1nc(-c2cccc3ccccc23)oc1NCCN1CCCCC1	28%
COC(=O)[C@@]1(Cc2ccccc2)[C@H]2c3cc(C(=O)N(C)C)n(CCSCCO)c3C[C@H]2CN1C(=O)c1ccccc1	-15%
O=C1NCC(c2ccccc2)C1C(=O)N/N=C\c1ccc(-c2cccc(Cl)c2Cl)o1 (stereo unspecified)	3%
COc1ccc(Oc2cc(C)c3ccccc3n2)cc1	-19%
CC(=O)N1[C@H](C)C=C[C@]1(Cc1ccccc1)C(=O)NCc1ccc(C)o1	-17%
Cc1ccc(C)n1-c1nc(=S)[nH][nH]1	10%
Cc1ccc(C(=O)CCC(=O)CCC(=O)O)cc1	-2%
CC(C)NC(=O)c1cc2c(s1)CCCC2	-11%
O=c1oc2c(CN3CCCCC3)c(O)ccc2c2c1CCCC2	-1%
Cc1ccc(C(=O)NNC(=S)Nc2cccc(Cl)c2Cl)cc1[N+](=O)[O-]	2%
O=C1CC(Nc2ccccc2)C(=O)N1CCc1ccccc1 (stereo unspecified)	4%
CSc1ccc(-c2nnn(Cc3ccc(Br)cc3)n2)cc1	-1%
CC(=O)Nc1ccc(OCC(O)Cn2c(C)nc3ccccc32)cc1 (stereo unspecified)	-2%
Cc1ccc(OCCN2C(=O)c3ccccc3C2=O)cc1	-5%
COc1ccc(C(=O)Nc2oc(-c3ccccc3)c(-c3ccccc3)c2C#N)cc1	-2%
O=C(CCCCCN1C(=O)c2ccccc2C1=O)Nc1ccc(F)cc1	1%
CCCCCOC(=O)Nc1nnc(CCCCC)s1	7%
COc1cccc2[nH]c3c(N4CC(C)CC(C)C4)ncnc3c12 (stereo unspecified)	13%
CC(C)(O)C(=O)NN(C(=O)c1ccccc1)c1ccc2ccccc2c1	-4%
COc1ccc(N2CCN(C(=O)C3CCCO3)CC2)cc1 (stereo unspecified)	10%
O=S(=O)(N1CCOCC1)N1CCN(c2ccc(F)cc2)CC1	3%
COc1ccc(S(=O)(=O)N2Cc3ccccc3CC2C(=O)Nc2nccs2)cc1 (stereo unspecified)	-12%
CC(C)COC(=O)c1cccc2c1-c1ccccc1/C2=N\O	17%
COCCn1nnnc1C(c1cccc(C(F)(F)F)c1)N1CCN(Cc2ccccc2)CC1 (stereo unspecified)	-6%
O=S(=O)(N1CCCCCC1)N1CCN(S(=O)(=O)N2CCCCC2)CC1	-13%
CCCCCCCCNc1ncnc2ccccc12	3%
Cc1ccccc1Cc1c(C)nc2c(C(=O)NCc3ccc4c(c3)OCO4)cnn2c1C	8%
COc1ccc(C2(C(=O)NC3CCCCC3)CCOCC2)cc1OC	8%
CC(=O)Nc1sc2c(c1C#N)CCCC2	-7%
c1cnc2ccc(C(c3nnnn3C3CCCCC3)N3CCN(C4CCCCC4)CC3)cc2c1 (stereo unspecified)	3%
O=C(CSc1nnc(-c2ccccc2)c(-c2ccccc2)n1)NCc1ccco1	-9%
O=c1c2c3n(c(=S)nc2[nH]n1-c1ccccc1)CCCCC3	-8%
COc1ccccc1NC(=O)C1CCCN(c2nc(C)cc(C)n2)C1 (stereo unspecified)	-3%
COc1ccc(NC(=O)c2cccnc2Nc2ccccc2)cc1	7%
O=C1CCCc2nn(-c3ccccc3)nc21	7%
N#C/C(=C\N1CCOCC1)c1ccccc1	18%
COc1ccccc1C1CC(c2cccs2)=Nc2ccccc2S1 (stereo unspecified)	1%
c1ccc(-c2nccc(-c3ccc(-n4cnc5ccccc54)cc3)n2)cc1	-6%
c1ccc2c(c1)oc1c(NCC3CCCO3)ncnc12 (stereo unspecified)	6%
Cc1ccc(CNC(=O)CCNS(=O)(=O)c2cccc3nonc23)cc1	0%
C=CCN1C=CC(=C/C=C(/C#N)C(=O)OCC)C=C1	-10%
CCCn1c(N)c(C(c2ccc(OC)cc2)N2CCN(c3ccccc3)CC2)c(=O)[nH]c1=O (stereo unspecified)	12%
O=C(c1ccc2c(=O)n3c(nc2c1)CCCCC3)N1CCN(Cc2ccccc2)CC1	-8%
O=C(Oc1ccccc1)c1ccc2nsnc2c1	8%
CC(C)NCCCOc1ccc(C(C)(C)c2ccccc2)cc1	-9%
COCCn1nnnc1C(c1ccc(C(F)(F)F)cc1)N1CCOCC1 (stereo unspecified)	-2%
O=C(c1cc(=O)[nH]c2ccccc12)N1CCN(S(=O)(=O)c2ccc3ccccc3c2)CC1	16%
CCOC(=O)CSc1nc2ccccc2c(=O)n1-c1ccc(C(=O)NCCOC)cc1	19%

2 entries drawn at random from the list so far, as already listed:
SMILES	HT1080 cytotoxicity
O=S(=O)(N1CCOCC1)N1CCN(c2ccc(F)cc2)CC1	3%
CSc1ccc(-c2nnn(Cc3ccc(Br)cc3)n2)cc1	-1%

(next part)
SMILES	HT1080 cytotoxicity
O=C(c1ccc(COc2ccc(F)cc2)o1)n1cc(Br)cn1	12%
Cc1cccc(NC(=S)N(CCN(C)C)C(C)c2ccccn2)c1 (stereo unspecified)	-20%
COc1ccccc1C1(O)CCN(C(=O)c2cccs2)CC1	5%
COc1ccc(-c2noc(CCC(=O)N3CCC(C)CC3)n2)cc1	-3%
CCCCCc1nnc(N)s1	1%
CCN(CC)C(=O)CSc1nc(N)c(C#N)c(-c2cccs2)c1C#N	10%
c1coc(-c2nc3c([nH]2)CCc2nonc2-3)c1	5%
C[C@@H](C(=O)Nc1ccc2ccccc2c1)[C@@H]1C[C@@]1(C)[C@@H](NS(=O)(=O)c1ccccc1)c1ccccc1	5%
CCC1=C(OC(=O)N(CC)CC)N2C(=O)OC(=NCC3CC3)[C@]2(Cc2ccccc2)[C@H]2C1=CC[C@H]1C(=O)N(C)C(=O)[C@H]12	3%
CCOC(=O)C1=C(C)OC(N)=C(C#N)C1c1cc(C)sc1C (stereo unspecified)	-6%
COc1cc(OC)cc(-c2cc3nc(C4CCN(C(=O)OC(C)(C)C)CC4)cc(=O)n3[nH]2)c1	2%
CCCS(=O)(=O)c1c(S(=O)(=O)CCC)c2c(N)cccn2c1C(=O)c1ccccc1	-10%
CCC(C)NC(=O)c1cc(C)no1 (stereo unspecified)	0%
CCOc1cc(/C=N/NC(=O)CNc2cccc(C)c2)ccc1OC(=O)c1ccccc1	-4%
O=C(CN1CCCCCC1)Nc1ccc(Br)cc1	-4%
CCOC(=O)c1oc2ccc(CNC(C)(C)C)c(Cl)c2c1C	1%
Cc1ccc(S(=O)(=O)Nc2cc(-c3nn(C)c(=O)c4ccccc34)ccc2N2CCOCC2)cc1	8%
CCOC(=O)c1sc(NC(C)=O)nc1C	-2%
CCOc1cc(/C=N/NC(=O)Cn2nc([N+](=O)[O-])cc2C)cc(Br)c1OCc1ccccc1C	-10%
CCOc1ccc(N2C(=O)c3cccnc3C2Nc2ccc(C)c(C)c2)cc1 (stereo unspecified)	-6%
CCOc1ccc(-c2nc(N)ncc2Oc2ccccc2Br)c(O)c1	-10%
Cc1ccc(Nc2ccccc2)cc1	0%
CC(=O)c1c(N2CCOCC2)nc(=O)n(-c2ccccc2)c1C	4%
CS(=O)(=O)n1nc(-c2ccc(Cl)cc2)nc1SCc1ccccc1	2%
CCCCN1CC(O)=C(c2nc(-c3ccc(Cl)cc3)cs2)C1=N	-5%
CS(=O)(=O)N(CC(=O)Nc1ccc(C(N)=O)cc1)C1CCCCC1	18%
O=C(c1cnn2c(C(F)(F)F)cc(-c3cccs3)nc12)N1CCN(Cc2ccccc2)CC1	-9%
O=C(Cc1cccc2ccccc12)N/N=C/c1ccc(OC(=O)/C=C/c2ccco2)cc1	6%
COC(=O)[C@@]1(Cc2ccc(F)cc2)[C@H]2c3cc(C(=O)N4CCCC4)n(Cc4ccc(C(F)(F)F)nc4)c3C[C@H]2CN1C(=O)c1ccccc1	5%
Cc1cccc(N2CCN(Cc3ccoc3)CC2)c1C	-5%
CCSc1nnc(NC(=O)COc2ccccc2)s1	-5%
COc1cc(OC)c(CN2CCCCCCC2)cc1Br	4%
Cc1ccc(N(CC(=O)Nc2ccc(C)cc2C)S(=O)(=O)N2CCCC2)cc1	-3%
Cc1ccccc1Nc1nnc(SCc2cc(=O)n3ccsc3n2)s1	8%
CC(=O)Oc1ccccc1/C=C1\CCOC1=O	14%
CCN(CC)CCNC(=O)C12CC3CC(CC(C3)C1)C2	-6%
COc1ccccc1N1CCN(Cc2cccs2)CC1	0%
CCc1c(C(=O)N2CCN(c3ccccc3F)CC2)[nH]c(C)c1C(C)=O	19%
COc1cc(OC)cc(C(=O)Nc2c(F)cccc2F)c1	5%
COC(=O)c1cc(NS(=O)(=O)c2ccc(NC(C)=O)cc2)cc(C(=O)OC)c1	3%
O=C(O)CCc1nn2c3ccccc3n(CC(=O)c3ccccc3)c2nc1=O	11%
CC(=O)c1c(C(C)=O)c(C)n(-c2ccc(O)cc2)c1C	-13%
O=C(Nc1ccccc1)c1cc2ccccc2o1	5%
Cc1ccc(NC(=O)CN2CCCN(S(=O)(=O)c3ccc(Br)s3)CC2)cc1	-4%
COc1ccc(Nc2nc3ccccc3n3cnnc23)cc1	-14%
CCOC(=O)C1(C)/C(=N/Nc2cccc(Cl)c2)C(=O)C(=O)N1c1ccccc1 (stereo unspecified)	-6%
Cc1cc(C)c(C#N)c(N2CCN(Cc3ccccc3)CC2)n1	-11%
N#Cc1cc2c(nc1SCC(=O)Nc1sc3c(c1C#N)CCC3)CCCC2	9%
CN(C)CCCN=Cc1c(O)n(Cc2ccccc2)c(=O)c2ccccc12	-4%
CSc1cccc(NC(=O)CSc2ccc(Cl)cc2)c1	5%
Cc1cccc2nc(CSc3nc4[nH]ncc4c(=O)n3-c3ccccc3Cl)cc(=O)n12	6%
CCOC(=O)C1=C(C)NC2=C(C(=O)C(C(=O)OCC)C(c3ccc(OC)cc3)C2)C1c1ccccn1 (stereo unspecified)	-7%
CN(C)CC1CCCCC1C1(O)c2ccccc2CSc2sccc21 (stereo unspecified)	-7%
COC(=O)c1ccc(C(NC(=O)OCc2ccccc2)/C(C)=C/[C@@H](C)CO)cc1 (stereo partly specified)	8%
Cc1cccc(C)c1NC(=O)CN(C)CC(=O)Nc1ccccc1Br	17%
COc1ccc(N2C(=O)CC(NC3CCCCNC3=O)C2=O)cc1 (stereo unspecified)	13%
O=C(Nc1c(C(=O)Nc2cccc3ccccc23)cnn1-c1ccccc1)c1ccco1	2%
O=S(=O)(NCCNS(=O)(=O)c1ccc(F)cc1)c1ccc(F)cc1	-22%
CCS(=O)(=O)Nc1ccc(C(=O)c2ccccc2)cc1	-10%
O=C(Cc1ccccc1)N/N=C/c1ccc(OC(=O)/C=C\c2ccco2)cc1	-13%

Further records
SMILES	HT1080 cytotoxicity
Cc1ccc(C(=O)N/N=C\c2ccc[nH]2)cn1	4%
CCOC(=O)c1cc(-c2ccc(C#N)cc2)nc2c1c(C)nn2CCC#N	10%
COC(=O)[C@@]1(Cc2ccc(OC)cc2)[C@H]2c3cc(C(=O)N4CCCC4)n(CCc4c[nH]c5ccc(O)cc45)c3C[C@H]2CN1C(=O)c1ccccc1	0%
COC(=O)[C@@]1(Cc2ccc(OC)cc2)[C@H]2c3cc(C(=O)N4CCCC4)n(Cc4ccc(OC)c(OC)c4)c3C[C@H]2CN1C(=O)c1ccccc1	-30%
O=C(CSc1nnc(CNc2ccc(F)cc2)o1)OC1CCCCC1	-6%
COC(=O)c1ccccc1NC(=O)CSc1nnc(-c2ccc(C)cc2)o1	-2%
Cc1nc(NC(=O)CSc2nnc3ccccn23)c(Cl)cc1Cl	39%

Entries shown so far that have an aryl thioether with sulfur outside any ring, in the order listed:
SMILES	HT1080 cytotoxicity
O=C(O)CCSc1nnc(-c2cccnc2)n1-c1ccccc1	-4%
CCOC(=O)c1cnc(SCC(=O)Nc2ccc(N3CCOCC3)cc2)nc1N	-2%
CCc1nc(SCC(=O)N2CCCc3ccccc32)c2oc3ccccc3c2n1	-8%
CSc1ccc(-c2nnn(Cc3ccc(Br)cc3)n2)cc1	-1%
O=C(CSc1nnc(-c2ccccc2)c(-c2ccccc2)n1)NCc1ccco1	-9%
CCOC(=O)CSc1nc2ccccc2c(=O)n1-c1ccc(C(=O)NCCOC)cc1	19%
CCN(CC)C(=O)CSc1nc(N)c(C#N)c(-c2cccs2)c1C#N	10%
CS(=O)(=O)n1nc(-c2ccc(Cl)cc2)nc1SCc1ccccc1	2%
CCSc1nnc(NC(=O)COc2ccccc2)s1	-5%
Cc1ccccc1Nc1nnc(SCc2cc(=O)n3ccsc3n2)s1	8%
N#Cc1cc2c(nc1SCC(=O)Nc1sc3c(c1C#N)CCC3)CCCC2	9%
CSc1cccc(NC(=O)CSc2ccc(Cl)cc2)c1	5%
Cc1cccc2nc(CSc3nc4[nH]ncc4c(=O)n3-c3ccccc3Cl)cc(=O)n12	6%
O=C(CSc1nnc(CNc2ccc(F)cc2)o1)OC1CCCCC1	-6%
COC(=O)c1ccccc1NC(=O)CSc1nnc(-c2ccc(C)cc2)o1	-2%
Cc1nc(NC(=O)CSc2nnc3ccccn23)c(Cl)cc1Cl	39%

Only part of the results is shown, so the mix of outcomes need not match the whole.
